# Source: PubChem BioAssay (several laboratories)
# DAGLB inh: DAGLB lipase inhibitors, primary screen, biochemical, fluorescence, HTS; AID 504411, 2011; inhibition, % at 5.17 µM; Diacylglycerol lipase-beta (Homo sapiens), Q8NCG7; HEK293T DAGLB membrane lysate, EnzChek fluorogenic substrate; actives 0.059% (n = 340,000); in the data active means inhibition above about 34%;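 further: 0% = enzyme with vehicle and 100% = wells lacking enzyme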
# Target sequence (Q8NCG7 whole entry, looked up): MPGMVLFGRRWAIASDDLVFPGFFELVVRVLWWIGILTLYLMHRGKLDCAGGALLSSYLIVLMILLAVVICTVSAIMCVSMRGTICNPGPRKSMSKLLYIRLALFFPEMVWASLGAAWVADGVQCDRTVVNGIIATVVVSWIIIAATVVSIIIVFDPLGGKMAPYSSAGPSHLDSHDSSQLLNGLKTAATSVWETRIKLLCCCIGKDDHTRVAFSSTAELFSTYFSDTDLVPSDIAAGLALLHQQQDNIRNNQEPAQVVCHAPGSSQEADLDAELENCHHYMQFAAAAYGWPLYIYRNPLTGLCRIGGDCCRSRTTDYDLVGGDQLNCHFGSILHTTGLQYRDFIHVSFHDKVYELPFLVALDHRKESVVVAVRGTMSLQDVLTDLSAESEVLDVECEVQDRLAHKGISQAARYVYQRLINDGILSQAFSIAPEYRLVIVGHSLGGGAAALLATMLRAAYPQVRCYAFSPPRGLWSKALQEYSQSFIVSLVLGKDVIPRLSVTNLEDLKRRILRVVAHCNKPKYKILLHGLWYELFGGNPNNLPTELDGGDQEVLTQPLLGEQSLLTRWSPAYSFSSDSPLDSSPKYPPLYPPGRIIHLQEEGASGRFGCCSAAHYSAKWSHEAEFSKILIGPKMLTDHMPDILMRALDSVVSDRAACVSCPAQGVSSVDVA
# Keap1-Nrf2 PPI: Keap1-Nrf2 protein-protein interaction inhibitors, primary screen, biochemical, fluorescence polarization, single point. actives 0.15% (n = 340,000). Kelch-like ECH-associated protein 1 (Homo sapiens), Q14145. AID 504523, 2011. inhibition, % at 9.4 µM. Keap1 Kelch-Nrf2 peptide fluorescence polarization, 1536-well; in the data active means inhibition above about 12%;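 further: human Keap1 Kelch domain with fluorescein labeled Nrf2 9mer peptide probe; 0% = neutral control wells and 100% = peptide positive control; higher means more block of Keap1 binding to Nrf2 peptide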
# LANA DNA inh: inhibitors of KSHV C-LANA binding to DNA, primary screen, biochemical, fluorescence polarization, FAM-LBS DNA, MBP-C-LANA, single point | Kaposi's sarcoma herpesvirus LANA C-terminal domain (residues 932-1162) DNA binding | inhibition, % at 9 µM | actives 0.078% (n = 340,000) | AID 504423, 2011;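 active means highest replicate inhibition at or above 60% at 9 µM, even if other replicates fall short; inactive means all replicates below 60% inhibition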;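 further: 0% = neutral control wells and 100% = 4 µM acridine orange control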
# CAL PDZ FP-1: untagged CAL PDZ binding inhibitors, primary screen, biochemical, fluorescence polarization, HTS; inhibition, % at 24.9 µM; purified CAL PDZ, TMR-peptide fluorescence polarization, 1 h; actives 0.92% (n = 300,000); AID 602252, 2012;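 active means mean inhibition of at least 30% with at least half of replicates also reaching 30%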;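 further: 0% = DMSO neutral control and 100% = excess unlabeled competitor peptide PRC23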
# SR-BI DiI-HDL act: activators of SR-BI mediated DiI-HDL uptake, primary screen, ldlA[mSR-BI] CHO cells, DiI fluorescence. AID 504775, 2011. activation, % at 12.5 µM. actives 0.096% (n = 320,000). 3 h; 100 = double the neutral-control signal;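 active means mean replicate activation of at least 60% and every replicate at or above 60%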;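 further: 0% = median plate neutral-control signal and 100% = twice that signal; values of inactives mirror those of a sister screen read the other way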
#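 material = CHO ldlA[mSR-BI] cells | medium = Ham's F12 with 0.5% BSA, HEPES 25 mM, pH 7.4 | reagent = fluorescent DiI-HDL, 10 µg/mL final | compound dosing = single-point compound dose | incubation = 3 h, 37 °C | measured by = bottom-read fluorescence, 550/595 nm | measure = HDL uptake via cellular fluorescence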
# RTF Ca sens act: cardiac RTF calcium sensitivity activators, primary screen, biochemical, IANBD-TnC fluorescence, EC20 calcium; Troponin I, cardiac muscle (Homo sapiens) + Troponin T, cardiac muscle (Homo sapiens) + …; IANBD-labeled TnC RTF fluorescence at EC20 calcium; 0% EC20 calcium, 100% full calcium; activation, % at 7.2 µM; actives 0.24% (n = 340,000); AID 493008, 2010;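 active means activation above the mean over all tested compounds plus 3 SD, cut at about 30% in these data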;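 further: rise in fluorescence read as greater calcium sensitivity of cardiac thin filaments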
# Cardiac RTF inh: cardiac RTF calcium sensitivity inhibitors, primary screen, biochemical, IANBD-TnC fluorescence, EC70 calcium; Troponin I, cardiac muscle (Homo sapiens) + Troponin T, cardiac muscle (Homo sapiens) + …; IANBD-labeled cardiac RTF, Ca2+ fluorescence; inhibition, % at 7.15 µM; actives 0.12% (n = 340,000); AID 493244, 2011;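 active means inhibition above the mean inhibition of all tested compounds plus 3 SD, cut at about 17% in these data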;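 further: assay run at fixed EC70 calcium of 1.6 mM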
# PKA-R2B activ: activators of PKA-R2B holoenzyme, primary screen, biochemical, fluorescence polarization, Cy5-IP20, human | actives 0.079% (n = 340,000) | PKA-R2B holoenzyme dissociation; R2B truncated from residue 108, S112A mutant; 0% DMSO only, 100% 113 µM cGMP | cAMP-dependent protein kinase catalytic subunit beta (Homo sapiens) + cAMP-dependent … | AID 504700, 2011 | activation, % at 11.4 µM;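 active means activation above a cutoff set at the mean over all compounds plus 3 SD, cut at about 18% in these data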;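 further: higher means more holoenzyme dissociation and a rise in polarization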
# Target sequence (P31323 whole entry, looked up, other chains not shown, the tested form may be a part): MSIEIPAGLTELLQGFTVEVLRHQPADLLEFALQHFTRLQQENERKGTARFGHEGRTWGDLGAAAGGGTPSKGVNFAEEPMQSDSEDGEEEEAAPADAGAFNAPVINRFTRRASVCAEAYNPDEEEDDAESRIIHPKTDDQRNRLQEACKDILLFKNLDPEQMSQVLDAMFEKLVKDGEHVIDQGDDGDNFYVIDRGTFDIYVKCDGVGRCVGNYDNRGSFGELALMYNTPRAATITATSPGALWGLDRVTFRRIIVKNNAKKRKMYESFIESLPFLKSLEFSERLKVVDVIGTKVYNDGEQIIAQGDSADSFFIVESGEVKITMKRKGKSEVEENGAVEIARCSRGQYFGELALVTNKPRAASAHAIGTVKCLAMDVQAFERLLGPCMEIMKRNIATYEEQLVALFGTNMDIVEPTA
# CAL PDZ FP-2: CAL PDZ peptide-binding inhibitors, primary screen, biochemical, fluorescence polarization, Cer-tagged CAL PDZ, HTS. Golgi-associated PDZ and coiled-coil motif-containing protein (Homo sapiens), Q9HD26. purified CAL PDZ, TMR-peptide fluorescence polarization, 1 h. inhibition, % at 20 µM. actives 0.02% (n = 330,000). AID 504414, 2011;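 active means highest replicate inhibition of at least 40%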;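 further: plate controls were DMSO neutral control wells for no effect and unlabeled competitor peptide control wells for full effect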
#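 Test system: tagged CAL PDZ domain / Buffer or medium: sodium phosphate/NaCl buffer pH 7.4 with TCEP, IgG, Thesit / Reagent: TMR-labelled reporter peptide T*-PRC34 bound in PDZ groove / Compound dosing: single point, 20 µM / Schedule: 1 h incubation at room temperature before polarization reading / Technique: fluorescence polarization (mP) / Benchmarks: unlabelled peptide, DMSO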
# Rtt109 Vps75: inhibitors of C. albicans Rtt109/Vps75 HAT, primary screen, biochemical, ThioGlo CoA-SH fluorescence, plate reader; Histone acetyltransferase RTT109 (Candida albicans (strain SC5314 / ATCC MYA-2876)), …; purified Rtt109/Vps75, 4 h; inhibition, % at 34.9 µM; actives 0.16% (n = 330,000);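 active means inhibition of at least 50% in every replicate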
# An asterisk follows results filed as active; · = not tested or not shown.
SMILES,DAGLB inh,Keap1-Nrf2 PPI,LANA DNA inh,CAL PDZ FP-1,SR-BI DiI-HDL act,RTF Ca sens act,Cardiac RTF inh,PKA-R2B activ,CAL PDZ FP-2,Rtt109 Vps75
Cc1ccc(C)c(N2CCN(S(=O)(=O)c3c(C(=O)N4CCCCC4)c(C)n(C)c3C)CC2)c1,-0.7,0.2,0.9,-6.0,·,-1.9,-5.8,-5.0,-2.2,5.7
C=CS(=O)(=O)N(Cc1ccccc1)[C@H](CO)CC(C)C,4.6,-6.4,-0.2,-0.1,-2.7,2.1,-2.8,-2.9,-0.1,3.5
O=C(CCN1C(=O)CSc2ccccc21)Nc1ccc(OC(F)(F)F)cc1,-2.7,-1.2,-0.3,-5.9,-6.4,-1.0,-5.5,-6.8,-0.9,1.6
CCn1c(SCC(=O)Nc2cc(OC)ccc2OC)nc2c(c1=O)SCC2,1.3,-4.6,-1.7,-2.0,-22.1,-2.7,15.1,-13.2,·,1.8
Cc1nnc(SCC(=O)Nc2ccc(Br)cn2)[nH]c1=O,1.5,-1.2,1.7,-1.2,-2.0,-1.4,6.1,-7.2,-0.6,-0.8
CCOC(=O)c1c(C)oc2c1c(C=NCCC(=O)O)c(O)c1ccccc12,-1.0,-5.5,-0.9,3.6,2.3,-0.2,-4.2,3.5,-0.3,14.3
Clc1cccc(CN2CCc3c([nH]c4ccccc34)C2)c1Cl,-8.3,-6.3,-1.3,-1.7,-35.6,10.6,-2.6,-5.8,-3.1,5.2
O=C(O)c1ccc(NC2CC(=O)N(Cc3ccccc3)C2=O)cc1 (centres undefined),2.0,0.1,-1.8,·,13.4,-0.4,-4.2,-3.8,-0.1,-13.6
Cc1ccc2nc(N/C(=N/S(=O)(=O)c3ccc(F)cc3F)c3ccccc3)sc2c1,2.4,-4.0,-0.3,-2.1,3.0,-3.1,3.4,-0.2,0.6,-1.9
Cc1cccn2c(=O)c3cc(C(=O)N4CCCC(C)C4)sc3nc12 (centres undefined),-0.2,-9.9,-0.2,-3.1,-2.0,-4.1,-22.3,-2.7,-3.8,-30.3
Cc1c(Cl)cnc(NC(=O)CSc2nnc(C)n2Cc2ccccc2)c1Cl,-5.3,1.8,1.0,-0.2,6.0,0.0,-3.9,11.4,·,4.0
Cc1nn(Cc2ccccc2)c(C)c1NC(=O)CSc1n[nH]c(C)c1[N+](=O)[O-],2.3,-3.9,0.1,-2.8,12.4,4.0,-3.3,-8.6,-0.2,6.8
COc1ccc(CN(C(=O)CN2C(=O)NC3(CCC(C)CC3)C2=O)C(C)Cc2cccs2)cc1 (centres undefined),1.5,-2.3,-1.0,·,-8.4,-3.4,8.0,-4.6,-0.1,13.1
O=C1COc2ccc(S(=O)(=O)N3CCN(c4cccc(C(F)(F)F)c4)CC3)cc2N1,0.4,-0.9,0.4,0.6,3.9,-5.6,-2.6,-0.8,-2.5,-7.0
O=C1NCCc2c1[nH]c1ccccc21,-2.4,1.3,-1.2,0.1,13.9,-2.7,-6.0,-2.9,0.4,8.2
N=C1C(c2ccccc2)=C(O)CN1c1cccc2ccccc12,3.9,1.6,-0.9,-1.2,·,0.6,-7.3,4.1,-3.6,26.7
O=C(COc1ccc(Br)cc1)NNC(=O)c1cc(S(=O)(=O)N2CCOCC2)ccc1Cl,-0.2,1.6,-0.2,-1.7,-1.6,-7.9,-6.8,-3.1,-1.5,-0.2
Cc1cc(C)c2[nH]c(=O)c(CN(Cc3ccco3)C(=O)C3CCCO3)cc2c1 (centres undefined),-0.4,-10.6,0.1,-2.7,0.1,1.0,-2.9,1.3,-1.3,16.8
Cc1c(N=NC2=C(O)CC(C)(C)CC2=O)c(=O)n(-c2ccccc2)n1C,-2.5,-4.8,-1.0,-8.2,19.4,1.7,-17.4,-6.4,-0.9,5.7
Cc1cccc(-c2noc(-c3ccno3)n2)c1,-11.8,-6.8,0.5,2.5,11.6,11.8,-1.5,6.7,-0.8,-6.6
Nc1cccc(C(=O)c2ccccc2C(=O)O)c1,4.0,-0.6,-0.3,-2.8,13.5,0.5,-15.2,1.4,-4.5,-0.5
COc1ccc(N2CCN(C(c3cccs3)C(C)NC(=O)c3ccco3)CC2)cc1 (centres undefined),-1.2,-2.1,0.6,-0.9,-13.7,-4.2,4.4,-9.2,·,-11.5
COc1ccc(CNC(=O)C(C)NS(=O)(=O)c2ccc(C)cc2)cc1 (centres undefined),-1.8,-1.5,-2.5,·,28.0,6.0,0.1,-11.6,-0.2,-6.4
COc1cccc(CNC(=O)CSCC(=O)Nc2cc(C)on2)c1,-0.7,-4.0,-1.3,-1.7,-20.1,-0.6,-11.2,5.8,0.2,-9.5
COc1c(F)c(F)c(C(=O)Nc2ccc(N3CCN(Cc4ccccc4)CC3)cc2)c(F)c1F,-3.0,-5.0,-0.5,·,-34.4,11.6,-8.0,6.5,-2.2,2.7
Cc1ccc(SCc2ccc(C(=O)Nc3cccnc3)cc2)cc1,-2.1,-6.3,-1.6,-0.8,22.9,-1.8,-11.5,-0.1,-2.3,-0.9
CC(=O)c1ccc(N2CCC(C(=O)O)CC2)cc1,-1.3,0.5,0.6,1.4,16.3,0.5,-23.9,-6.1,-1.5,·
COc1ccc(NC(=O)CSc2nccn2C)c([N+](=O)[O-])c1,1.0,-4.6,-0.7,2.0,50.5,-0.8,-4.6,2.8,-0.4,-0.8
Cc1ccccc1CN1C[C@@H]2C[C@@H](c3cn(C)nc3-c3ccccc3)N3CCC[C@@]23C1=O,-1.4,-2.5,-1.9,-1.9,-27.9,-2.2,-0.8,-0.3,-0.5,-0.5
Cn1c(=O)c2[nH]cnc2n(C)c1=O,0.4,-6.2,0.3,-0.5,28.1,3.5,8.5,7.2,-0.4,3.0
Cn1c(N)c(C(=O)COC(=O)COc2ccccc2C#N)c(=O)n(C)c1=O,-1.2,-0.6,0.0,·,-2.8,3.0,3.2,13.1,-0.3,4.8
COc1ccc(CN(C)S(=O)(=O)c2nnc(NC(=O)c3ccc(C)cc3)s2)cc1OC,3.6,-2.7,0.7,1.0,17.8,1.3,0.4,-4.7,-2.9,6.8
Nc1nc(SCc2ccccc2)c2ncn(C3CCCO3)c2n1 (centres undefined),-1.9,-3.7,-1.0,-2.1,3.3,1.1,-2.2,0.2,0.4,0.5
CCSc1nc(-c2ccc(OC)cc2)ccc1C#N,-8.8,-3.0,-1.2,-8.0,-68.9,-2.6,1.0,-6.0,-1.8,-1.7
CN(C)S(=O)(=O)c1cccc(NC(=S)N2CCc3ccccc32)c1,-1.0,3.9,4.1,-4.4,-41.0,3.8,7.1,-1.2,-1.0,15.3
CS(=O)(=O)N(CC(=O)NCCC1=CCCCC1)C1CCCCC1,1.9,-1.2,4.3,-5.8,14.8,9.8,-10.0,-5.2,-1.5,2.6
CN1C(=O)C(O)(CC(=O)c2ccc(F)cc2)c2cc(Br)ccc21 (centres undefined),-0.1,3.1,2.4,·,3.1,-6.2,-3.8,-0.4,-0.3,-2.1
Cc1c(NC(=O)C(C)OC(=O)c2ccc(Cl)nc2)c(=O)n(-c2ccccc2)n1C (centres undefined),0.5,2.1,-0.7,4.4,26.3,0.8,-2.8,-9.7,-0.4,-4.2
CCc1ccc(NC(=O)/C(C#N)=C/c2cn(CC(=O)O)c3ccccc23)cc1,3.0,-0.5,-0.7,-4.8,-25.5,3.3,-4.0,-9.2,-0.9,4.3
O=C(O)c1sccc1S(=O)(=O)N1CCN(c2ccc(C(F)(F)F)cn2)CC1,-2.1,2.1,1.2,-2.6,13.4,3.8,-10.7,5.7,0.0,11.9
N/C(=N\OC(=O)CCCc1ccccc1)c1ccccn1,-2.8,-3.7,0.2,-0.8,-6.7,-2.3,1.5,-11.2,-0.2,-16.7
COc1ccc(NC(=O)c2cc3cc(OC)ccc3oc2=O)cc1,-0.1,-0.7,0.3,2.8,-0.4,8.5,-4.1,1.6,0.4,-1.3
COc1ccc(CNC(=O)c2ccc3ccccc3n2)cc1,-3.3,0.2,1.0,0.4,-12.8,-3.7,0.7,-4.0,-0.7,-6.0
Cc1ccc(CN(C)C(=O)C2CCC(=O)N(CCc3ccccc3)C2)o1 (centres undefined),0.1,-9.0,-0.4,-2.7,8.0,-5.6,-1.4,-5.3,-1.4,-11.5
Cc1cccc2nc(CSc3nnc4ccccn34)cn12,1.1,-5.3,-0.7,-1.3,19.9,7.5,-4.4,2.0,-1.1,5.0
CC(NC(=O)C1CCN(S(=O)(=O)c2cc([N+](=O)[O-])ccc2Cl)CC1)c1ccccc1 (centres undefined),2.6,-5.6,0.3,-0.9,-14.0,-5.4,-7.6,-0.2,-1.9,-4.4
Cc1cccc(-c2cccc(NC(=O)C3CCCN(C(=O)c4cccnc4)C3)c2)c1 (centres undefined),-0.3,3.1,1.9,10.8,-49.7,-7.0,4.1,6.8,-0.1,1.3
O=C1C2CCCN2C(c2ccccc2F)N1c1ccc(F)cc1 (centres undefined),-0.7,-3.7,0.1,-0.4,2.7,5.6,-12.2,-3.4,-1.0,·

# 3 entries from above, ordered by the number in Keap1-Nrf2 PPI, falling:
SMILES,DAGLB inh,Keap1-Nrf2 PPI,LANA DNA inh,CAL PDZ FP-1,SR-BI DiI-HDL act,RTF Ca sens act,Cardiac RTF inh,PKA-R2B activ,CAL PDZ FP-2,Rtt109 Vps75
COc1ccc(NC(=O)c2cc3cc(OC)ccc3oc2=O)cc1,-0.1,-0.7,0.3,2.8,-0.4,8.5,-4.1,1.6,0.4,-1.3
N/C(=N\OC(=O)CCCc1ccccc1)c1ccccn1,-2.8,-3.7,0.2,-0.8,-6.7,-2.3,1.5,-11.2,-0.2,-16.7
Cc1cccc2nc(CSc3nnc4ccccn34)cn12,1.1,-5.3,-0.7,-1.3,19.9,7.5,-4.4,2.0,-1.1,5.0
